# MEKK2wt PB1 HTS: raises or lowers MEK5 binding to wildtype human MEKK2 PB1 domain; Q9Y2U5; bead flow cytometry, Alexa488-MEK5 binding to MEKK2 WT; actives lie on both sides; binding response (% of control), % at 10 µM; 1.1% of 290,000 active; in the data active = binding response below about 67% or above about 130%
# V1aR counter: V1a receptor agonism, counter-screen for OXTR agonists. CHO-V1R cells, Fluo-8 calcium fluorescence, agonist mode; 0% DMSO, 100% 3 nM vasopressin. P37288. 0.25% of 320,000 active. activation, % at 3 µM. AID 2797;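 active = activation above the mean activation of all tested compounds plus 3 SD, per screening run, cut at about 20% in these data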;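 note: signal is peak over basal fluorescence ratio across a 100 second FLIPR read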
# Target sequence (P37288 whole entry, looked up): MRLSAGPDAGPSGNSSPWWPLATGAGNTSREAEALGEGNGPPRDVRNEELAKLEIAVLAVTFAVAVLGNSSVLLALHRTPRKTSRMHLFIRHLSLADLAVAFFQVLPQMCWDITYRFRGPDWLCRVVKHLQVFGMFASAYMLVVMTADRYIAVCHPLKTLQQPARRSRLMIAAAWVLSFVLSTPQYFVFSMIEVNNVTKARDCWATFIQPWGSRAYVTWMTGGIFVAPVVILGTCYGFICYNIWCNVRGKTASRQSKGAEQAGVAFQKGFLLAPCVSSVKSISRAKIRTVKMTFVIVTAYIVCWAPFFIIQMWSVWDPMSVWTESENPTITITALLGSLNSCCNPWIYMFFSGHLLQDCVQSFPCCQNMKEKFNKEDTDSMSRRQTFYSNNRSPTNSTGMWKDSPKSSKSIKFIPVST
# MEKK2mut PB1 HTS: signal of MEK5 binding to mutant human MEKK2 PB1 domain. bead flow cytometry, Alexa488-MEK5 binding to MEKK2 mutant. percent response, % at 10 µM. 0.35% of 290,000 active; in the data active = percent response above about 24%, passing the limit was not always enough; note: inactives centre near 1; some results filed as inactive read as strong as hits
# OXTR potentiate: human OXTR potentiation; P30559; CHO-OTR cells, Fluo-8 calcium fluorescence, potentiator mode; 0% = oxytocin EC15, 100% = EC100; 0.061% of 320,000 active; activation, % at 3 µM;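 active = activation above that plate's cutoff, the mean activation of tested compounds plus 3 SD, cut at about 6.6% in these data, passing the limit was not always enough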;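 note: 100% uses oxytocin at 75 nM as the full agonist control; some results filed as inactive read as strong as hits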
#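 Assay system: CHO cell line stably expressing human OTR. Reagent: EC15 oxytocin agonist. Dosing: single dose, 3.0 µM nominal final compound concentration. Timing: compound 6 min at room temperature before oxytocin, 100 s read. Signal: kinetic Fluo-8 calcium fluorescence. Controls: oxytocin EC15 low and EC100 high.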
# GPR7 antag: human neuropeptides B/W receptor 1 antagonism; inhibition, % at 4.4 µM; 1.1% of 290,000 active; GPR7-expressing cells, fluorescence antagonist assay; P48145; AID 1861; in the data active = inhibition above about 16%, passing the limit was not always enough;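 note: cells stimulated with the agonist NPW; 0% = agonist with vehicle and 100% = vehicle without agonist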
# Target sequence (P48145 whole entry, looked up): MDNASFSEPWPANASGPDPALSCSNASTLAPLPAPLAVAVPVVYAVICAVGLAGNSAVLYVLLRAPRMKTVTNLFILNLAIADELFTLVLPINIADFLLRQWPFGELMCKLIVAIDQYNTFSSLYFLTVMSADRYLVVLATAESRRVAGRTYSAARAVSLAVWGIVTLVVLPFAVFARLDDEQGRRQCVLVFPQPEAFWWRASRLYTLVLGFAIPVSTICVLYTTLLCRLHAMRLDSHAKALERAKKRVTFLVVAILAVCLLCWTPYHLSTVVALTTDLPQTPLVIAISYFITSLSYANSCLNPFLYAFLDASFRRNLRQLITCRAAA
# M18AAP inhibitor: PfM18AAP enzyme inhibition | recombinant PfM18AAP, H-Glu-NHMec fluorogenic cleavage | inhibition, % at 7.35 µM | 1.2% of 290,000 active | AID 1822;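 active = inhibition above the campaign mean inhibition over all tested compounds plus 3 SD, cut at about 28% in these data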;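 note: 0% = plate median of test compound wells and 100% = 2 mM ZnCl2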
# OXTR ag: human OXTR agonism | P30559 | CHO-OTR cells, Fluo-8 calcium fluorescence; normalized: DMSO 0%, oxytocin 100% | activation, % at 3 µM | 0.32% of 320,000 active | AID 2435;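 active = activation above the mean of all tested compounds plus 3 SD, cutoff set per screening run, cut at about 20% in these data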;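 note: peak over basal fluorescence ratio from a 100 s FLIPR kinetic read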
# GalR3 antagonist: antagonists of human GalR3. O60755. HEK293 GalR3-CNG cAMP membrane potential fluorescence; galR3 body fused to GalR1 C-terminus. inhibition, % at 3 µM. 0.44% of 360,000 active. AID 651719;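 active = inhibition above the screen-wide average plus 3 SD, cut at about 13% in these data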;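 note: forskolin and galanin both at EC90 stimulate the cells; cAMP rise reported by CNG channel membrane potential dye signal; 0% = forskolin plus galanin with DMSO and 100% = forskolin alone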
# Target sequence (O60755 1-299 limits assumed): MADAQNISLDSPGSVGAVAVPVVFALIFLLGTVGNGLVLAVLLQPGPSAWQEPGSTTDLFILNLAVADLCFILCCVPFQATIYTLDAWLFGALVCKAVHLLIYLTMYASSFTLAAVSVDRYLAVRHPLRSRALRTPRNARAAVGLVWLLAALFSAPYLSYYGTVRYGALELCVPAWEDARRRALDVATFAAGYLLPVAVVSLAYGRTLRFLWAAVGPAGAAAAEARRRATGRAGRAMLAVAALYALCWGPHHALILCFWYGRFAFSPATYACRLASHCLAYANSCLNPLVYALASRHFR
# NALP1 yeast inh: blocks the NALP1 inflammasome reconstituted in yeast | S. cerevisiae NALP1/ASC/caspase-1 growth, X-gal OD620, 72 h | 0.61% of 280,000 active | inhibition, % at 10 µM | AID 2071; in the data active = inhibition mostly above about 24%, no sharp cut-off; inactive = mostly below about 32%; note: some compounds called inactive have numbers as strong as hits
# The depositor's hits bear a star; / = no result given; [ ] = remark or other dose.
Structure	MEKK2wt PB1 HTS	V1aR counter	MEKK2mut PB1 HTS	OXTR potentiate	GPR7 antag	M18AAP inhibitor	OXTR ag	GalR3 antagonist	NALP1 yeast inh
COc1ccc(/C=C/C(=O)OCC(=O)NC(C)CCc2ccccc2)cc1OC (configuration not stated)	/	1.8	/	-4	/	/	-0.3	-4	/
COc1ccccc1-n1nnnc1SCC(=O)Nc1ccccn1	99	2.3	-1	-14	-6	5	1.8	-1	24
COc1ccc(N(C(=O)C(C)C)S(=O)(=O)c2cccc3cccnc23)cc1	103	0.1	-1	-3	-12	-1	1.5	-5	25
CC(C(=O)N1CCCc2c1c(=O)oc1ccc(O)cc21)N1CCc2ccccc2C1 (configuration not stated)	109	4.2	14	-10	0	-8	4.4	/	16
CN(C(=O)CCN1C(=O)C(C)(C)Nc2ccccc21)c1ccccc1	102	-0.8	6	-7	-6	-1	-0.9	-5	4
Nc1ccccc1S(=O)(=O)C(F)F	99	-0.9	-3	-4	4	2	0.3	0	/
O=C(COc1ccccc1F)Nc1ccc2c(c1)CCC2	/	-1.1	/	-2	/	/	-2.5	0	/
COC(=O)C1C/C(=N/NS(=O)(=O)c2ccc(C)cc2)CS1 (configuration not stated)	101	/	-3	/	-13	7	/	-4	19
CS(=O)(=O)N(CC(=O)N1CCOCC1)c1ccc2c3c(cccc13)CC2	107	0.2	2	-8	8	-1	0.6	-3	1
CC(Cc1ccccc1)C(=O)NCCO (configuration not stated)	96	0.5	1	-3	-2	3	0.6	-4	26
Cc1cc2nc(N=C(N)N)nc(C)c2cc1C	108	/	-5	/	19*	-5	/	-2	7
CC(=O)Nc1ccc(NC(=O)CS(=O)(=O)Cc2ccccc2)cc1	111	-0.3	11	-8	2	-3	0.7	0	5
COc1ccc(C(=O)Nc2cc(Cl)ccc2Cl)c(OC)n1	110	-0.1	9	-4	0	-18	0.7	/	9
Cc1nn(Cc2c(Cl)cccc2Cl)c(C)c1NC(=O)c1cn(-c2ccccc2)nc1-c1ccccc1	/	-0.4	/	-9	-6	-8	-0.4	/	12
Cc1ccc2cc(/C=N/NC(=O)[C@H]3C[C@@H]3c3ccccc3)c(Cl)nc2c1	102	1.2	2	-8	0	-6	-0.1	-3	7
CC(C)C(NC(=O)c1ccccc1F)C(=O)NCC(c1ccco1)N1CCCCC1 (configuration not stated)	/	-1.5	/	2	/	/	-1.1	-7	/
CCc1ccccc1N(CC(=O)NCc1ccco1)C(=O)c1snc(C(N)=O)c1N	93	0.0	-6	-8	-5	6	1.4	-4	-1
O=C(O)c1nn(CC(=O)N2CCC(Cc3ccccc3)CC2)c(=O)c2ccccc12	97	5.7	-4	-12	-18	-11	2.8	-2	-1
COc1ccc(OC)c(CCNC(=O)CN2C(=O)CC(C)(C)S(=O)(=O)c3ccccc32)c1	89	-0.6	-3	-5	-18	2	-0.1	-1	-16
O=C(NCc1ccco1)c1ccc(CS(=O)(=O)c2cccc(C(F)(F)F)c2)o1	100	1.5	-2	1	0	-16	1.9	-3	10
CCOc1ccccc1N1Cc2ccccc2C1	/	1.0	/	-8	-5	5	-1.9	9	15
C=CCN1C(=O)C(C)(C)Nc2ccccc21	84	0.9	-8	2	-11	-6	-0.5	-2	21
CN1C(=O)[C@@H]2[C@H](C1=O)[C@@H]1C(=O)Nc3ccccc3C(=O)N1[C@@H]2c1ccc(Br)cc1	/	0.3	/	-6	/	/	1.1	-2	/
O=C(NN=C1CCCCCC1)c1cc2ccccc2cc1O	101	1.3	5	-3	-10	9	0.9	-2	8
CS(=O)(=O)c1nc(S(=O)(=O)c2ccc(Cl)cc2)c(NCCCN2CCOCC2)s1	104	1.1	1	-4	-4	0	1.5	-5	33

# One compound at a time, as listed above:
# CC(C)C(NC(=O)c1ccccc1F)C(=O)NCC(c1ccco1)N1CCCCC1 (configuration not stated) is entered as MEKK2wt PB1 HTS = /; V1aR counter = -1.5; MEKK2mut PB1 HTS = /; OXTR potentiate = 2; GPR7 antag = /; M18AAP inhibitor = /; OXTR ag = -1.1; GalR3 antagonist = -7; NALP1 yeast inh = /
# O=C(COc1ccccc1F)Nc1ccc2c(c1)CCC2 is entered as MEKK2wt PB1 HTS = /; V1aR counter = -1.1; MEKK2mut PB1 HTS = /; OXTR potentiate = -2; GPR7 antag = /; M18AAP inhibitor = /; OXTR ag = -2.5; GalR3 antagonist = 0; NALP1 yeast inh = /

# The results go on.
Structure	MEKK2wt PB1 HTS	V1aR counter	MEKK2mut PB1 HTS	OXTR potentiate	GPR7 antag	M18AAP inhibitor	OXTR ag	GalR3 antagonist	NALP1 yeast inh
CC(NC(=O)c1ccccc1F)c1cccc2ccccc12 (configuration not stated)	/	-1.0	/	-8	/	/	-1.2	-6	/
C/C(=N\NC(=O)CNc1cccc(C(F)(F)F)c1)c1cccs1	101	-0.2	-2	-13	-9	-5	-1.7	-5	6
C=CCSc1nnc(NC(=O)c2cccc(S(=O)(=O)N(C)c3ccccc3)c2)s1	99	3.2	0	-12	-2	-10	0.5	0	30
CCOc1ccccc1NC(=O)CCNS(=O)(=O)c1ccc(NC(C)=O)cc1	101	-1.3	0	0	-12	-2	0.1	8	11
Cc1ccc(N(C)S(=O)(=O)c2cccc(C(=O)Nc3ccc(C)cn3)c2)cc1	/	0.1	/	2	/	/	-1.5	3	/
O=C(O/N=C\c1ccc(N2CCCCC2)c([N+](=O)[O-])c1)c1ccc(Cl)cc1Cl	/	1.4	/	-10	5	-1	-0.9	0	4
CCN(CC)c1ccc([N+](=O)[O-])cc1C(=O)O	90	1.4	-3	-4	-1	2	-0.1	-5	36
CCN1CCN(c2ccc(S(=O)(=O)N3CCCCC3)cc2NC(=O)c2cc3ccccc3o2)CC1	/	-0.1	/	-5	/	/	-0.2	-5	/
CC1CCCN(CCCOc2ccc(Br)cc2Cl)C1 (configuration not stated)	125	1.3	24	-4	2	5	2.3	0	26*
CCC(C)N(C(=O)C(F)(F)F)C(C(=O)NC1CCCCC1)c1ccncc1 (configuration not stated)	98	2.7	-3	-5	-10	1	-0.4	-2	-2
CCN1C(=O)CC(N2CCN(C(c3ccccc3)c3ccccc3)CC2)C1=O (configuration not stated)	99	-0.4	1	2	-11	-6	-1.9	-4	-4
Cc1ccc(N(CC(=O)NN=C2CCN(C)CC2)S(=O)(=O)c2ccccc2)c(C)c1	101	-0.4	0	-8	-9	-1	-1.3	-1	9
CCc1ccc(C(=O)C(C)OC(=O)Cc2n[nH]c(=O)c3ccccc23)cc1 (configuration not stated)	96	3.8	3	-12	-7	-5	1.8	0	7
O=C(Cc1ccccc1)Nc1nnc(-c2ccccc2)o1	107	-0.3	1	0	-5	0	-0.7	2	21
N/C(=N\OC(=O)CCCOc1ccccc1)c1ccc([N+](=O)[O-])cc1	101	0.2	-1	1	-17	1	0.4	0	5
CC1CCCCC12NC(=O)N(CC(=O)OCC(=O)NC(=O)c1ccccc1)C2=O (configuration not stated)	/	1.4	/	1	/	/	1.5	-7	/
Cc1nnc(NC(=O)CCC(=O)N2CCN(CCOc3cccc4ccccc34)CC2)s1	108	2.3	4	0	-5	-1	-0.5	-3	/
CCCCC(=O)NCCNc1nc2c(c(=O)n(C)c(=O)n2C)n1Cc1ccccc1	2.0*[inhibitor]	-0.1	-14	-12	6	0	-2.0	-3	0
COc1cc(C(=O)Nc2cccc(-c3nc4ccccc4o3)c2C)cc(OC)c1OC	98	/	2	/	14	-3	/	2	9
N#C/C(=C\c1ccncc1)C(=O)Nc1ccc(C(=O)O)cc1	112	0.6	9	-6	-15	7	-0.1	-4	17
c1coc(CNc2c3c(nc4ncnn24)CCC3)c1	104	0.1	5	-9	-12	-6	-0.9	-2	11
COc1cc(C(=O)Nc2ccc(C(=O)NCC3CCCO3)cc2)cc(OC)c1OC (configuration not stated)	100	0.5	2	-9	-11	3	1.3	-2	/
COc1cccc2c1OCC1COc3c(c(=O)n(C)c(=O)n3C)C21 (configuration not stated)	102	0.0	5	-9	-2	6	-0.5	0	5
CCc1noc2c1/C(=N\O)CC(c1ccccc1)C2 (configuration not stated)	106	-2.1	5	-5	22	-2	-3.0	-2	17
CC1(C)Cc2ccccc2-c2nnc(-c3ccccc3)n21	79	-1.1	-13	2	-2	-1	-1.1	-2	3
Cn1cnnc1Sc1nc2c(c(=O)n(C)c(=O)n2C)n1Cc1ccccc1Cl	101	0.5	-1	-2	-16	3	0.4	-2	11
OCC[C@H]1C[C@@H](O)[C@H](O)[C@@]2(CCCCO2)O1	101	0.7	2	2	/	/	1.9	0	/
CC(=O)Oc1ccc(-c2nc3ccccc3c(=O)o2)cc1	106	-0.7	5	0	-1	1	-0.6	-9	-16
c1ccc2sc(N3CN(CCN4CCOCC4)CN(c4nc5ccccc5s4)C3)nc2c1	119	0.4	4	-14	-3	0	-0.9	/	-9
O=C1COc2ccccc2N1Cc1c(F)cccc1Cl	101	-1.7	4	-4	-16	3	-2.1	-9	-7
CC(=O)c1cccc(NC(=S)NCCc2ccc(F)cc2)c1	116	4.7	19	-8	5	-5	2.5	-6	0
O=C(NC1CCCC1)c1ccc(COCC(F)(F)C(F)F)o1	99	-0.1	-7	-6	-8	0	0.1	/	-3
COc1cccc2cc(-c3cc(=O)oc4cc(C)c(O)cc34)oc12	97	-0.1	-7	-13	17	41*	-0.4	4	31
Cc1ccc(S(=O)(=O)NC2CCC(C(=O)O)CC2)cc1 (configuration not stated)	98	0.2	-2	-3	-3	-2	-0.8	-2	-11
CC1(C)NC(=O)N(CC(O)CN(c2ccccc2)S(=O)(=O)c2ccc([N+](=O)[O-])cc2)C1=O (configuration not stated)	102	-0.3	5	-8	0	5	-0.1	-2	21
O=C(Nc1cnccc1C(F)(F)F)NC1CCCCC1	92	1.3	-17	2	-4	-3	-0.3	0	-1
CC(C)=C(C#N)c1nc2ccccc2s1	102	40*	2	-6	2	10	36*	-4	32
N#Cc1cccc(OC(=O)c2ccc3c(=O)n4c(nc3c2)CCC4)c1	/	1.5	/	2	/	/	1.8	-6	/
Cc1ccc(C(=O)Nc2c(C)cc(-c3ccccc3)oc2=O)cc1	102	-0.2	-4	0	-14	-1	-1.4	-4	4
CC(C)C(c1nnnn1CC1CCCO1)N1CCN(Cc2ccc3c(c2)OCO3)CC1 (configuration not stated)	114	-0.3	5	-12	-3	9	-0.7	-3	21
COc1ccc(-n2c(O)cnc2Nc2nc(C)cc(C)n2)cc1OC	97	0.7	3	-4	3	-2	-0.9	-4	-14
CC(=O)c1c(C)[nH]c(C(=O)OCC(=O)Nc2ccc(Cl)cc2[N+](=O)[O-])c1C	104	9.2	15	-9	-6	-1	17	71*	38
Cc1ccc(Cl)cc1NC(=O)C1CCCN(S(=O)(=O)c2c(C)noc2C)C1 (configuration not stated)	98	4.0	-3	-6	-15	-6	-0.3	-4	2
C=CCSc1ncc(C(=O)OCC)c(N)n1	98	-1.3	-5	-4	0	-4	-1.7	-6	4
O=C(Nc1ccc2c(c1)OCO2)c1cccc(S(=O)(=O)N2CCCC2)c1	98	-1.4	4	-4	11	-2	-0.8	-8	10
O=C(CNC(=O)c1ccco1)N/N=C/c1ccc(O)c([N+](=O)[O-])c1	113	0.7	15	-13	1	0	-0.8	-6	12

# Source: PubChem (several laboratories)
